High-throughput results as filed in PubChem.
MIN6 prolif = inducers of MIN6 beta-cell proliferation, primary screen, ATP luminescence, uHTS. MIN6 cells proliferation, ATPlite luminescence, 48 h; cells starved in 0.2% serum; 100% = growth in 10% serum. AID 2380, 2010. proliferation, % at 10 µM. actives 0.29% (n = 330,000);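 active = compounds whose signal lies at least 3.5 SD above the mean of all wells on their plate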;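 also: 0% = DMSO-treated cells in low-serum medium and 100% = 10% serum control; some compounds called inactive have numbers as strong as hits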
TIM10 inh = growth inhibitors of isogenic TIM10 control yeast, primary screen, counter-screen for tim10-1 yeast inhibitor project, luminescence, uHTS. S. cerevisiae TIM10 strain growth, BacTiter-Glo luminescence, 24 h. inhibition, % at 10 µM. actives 1.4% (n = 330,000);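 active = inhibition of 40% or more at the single tested concentration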;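 also: wild-type TIM10 isogenic control strain grown at permissive 25 °C; 0% = DMSO yeast wells and 100% = minimal medium wells without yeast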
MPTP inh = mitochondrial permeability transition pore inhibitors, primary screen, biochemical, isolated mouse mitochondria, absorbance; inhibition, % at 10 µM; Ca2+ swelling absorbance, 30 min; actives 1.4% (n = 360,000); AID 602449, 2012;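 active = inhibition of 50% or more, scaled per plate between neutral and stimulator controls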;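 also: 0% = DMSO wells given calcium and 100% = 1 mM EGTA wells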
tim10-1 inh = growth inhibitors of tim10-1 mutant yeast, primary screen, luminescence, uHTS; S. cerevisiae tim10-1 ts strain growth, BacTiter-Glo, 24 h; inhibition, % at 20 µM; actives 2.2% (n = 330,000);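 active = inhibition of at least 40%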;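 also: mutant grown at 25 °C; 0% = DMSO wells with yeast and 100% = wells holding no yeast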
APJ antag = antagonists of human apelin receptor APJ, primary screen, CHO-K1 cells, beta-arrestin complementation, luminescence; P35414; actives 0.32% (n = 330,000); inhibition, % at 20 µM;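 active = inhibition above about 40% at 20 µM, limit read from the data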;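 also: cells challenged with 10 nM apelin-13 agonist together with compound; plate controls were apelin-13 plus DMSO wells for no effect and DMSO wells lacking apelin-13 for full effect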
Target sequence (P35414 whole entry, looked up): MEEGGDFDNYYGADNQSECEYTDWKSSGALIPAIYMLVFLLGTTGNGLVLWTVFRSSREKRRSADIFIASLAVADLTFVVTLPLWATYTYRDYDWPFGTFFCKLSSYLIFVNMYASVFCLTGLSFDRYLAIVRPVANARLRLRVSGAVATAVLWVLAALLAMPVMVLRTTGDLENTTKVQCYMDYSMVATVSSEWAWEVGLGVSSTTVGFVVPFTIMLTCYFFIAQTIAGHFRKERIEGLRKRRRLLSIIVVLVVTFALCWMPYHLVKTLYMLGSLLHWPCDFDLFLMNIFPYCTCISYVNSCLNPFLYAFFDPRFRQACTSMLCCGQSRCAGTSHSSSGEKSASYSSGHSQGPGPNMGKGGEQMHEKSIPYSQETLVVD
NLRP3 yeast inh = NALP3 inflammasome inhibitors in reconstituted yeast, primary screen, luminescence, uHTS | actives 0.39% (n = 330,000) | inhibition, % at 10 µM | Yeast reconstituted NLRP3/ASC/caspase-1, beta-gal luminescence, 24 h | AID 2825, 2010;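 active = inhibition of 50% or more; inactive = inhibition below 50%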;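 also: plate controls were induced DMSO wells for no effect and uninduced yeast grown without galactose for full effect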
tim23-1 inh = growth inhibitors of tim23-1 mutant yeast, primary screen, luminescence, uHTS; S. cerevisiae tim23-1 growth, BacTiter-Glo luminescence, 24 h; inhibition, % at 20 µM; actives 1.3% (n = 330,000);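 active = growth inhibition of the mutant yeast at or above 50%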;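 also: temperature-sensitive mutant grown at 25 °C; plate controls were DMSO-treated mutant yeast for no effect and medium wells lacking yeast for full effect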
NR3A LBD binder = binders of NR3A ligand-binding domain, primary screen, biophysical, differential scanning fluorimetry, uHTS; Glutamate receptor ionotropic, NMDA 3A (GRIN3A) ligand-binding domain; NR3A LBD differential scanning fluorimetry, Tm shift; 0% = protein alone, 100% = glycine-bound protein; Tm shift relative to glycine control, % at 25 µM; actives 2.5% (n = 340,000);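 active = melting temperature shift of at least 10% of the positive control shift, at one fixed dose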
APJ agonist = agonists of human apelin receptor APJ, primary screen, CHO-K1 cells, PathHunter beta-arrestin, luminescence. activation, % at 20 µM. actives 0.11% (n = 330,000). 0% DMSO wells, 100% apelin;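 active = activation more than six SD over the plate average, tested at 20 µM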;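 also: 0% = DMSO alone and 100% = apelin-13 at 10 nM; some results filed as inactive read as strong as hits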
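Material: engineered CHO-K1 APJ arrestin reporter cells; amount: 1000 CHO-K1 reporter cells seeded per well; incubation: compound stimulation 90 min at 25 °C, detection 60 min; signal: luminescent beta-gal fragment complementation, chemiluminescent substrate; read-out basis: APJ agonist activity; controls: DMSO-only wells as negative, 10 nM Apelin-13 as positive control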
Numbers without * were called inactive; . = not tested or not shown. Not a hit list, and some 7.2% of all compounds hit somewhere here.

SMILES	MIN6 prolif	TIM10 inh	MPTP inh	tim10-1 inh	APJ antag	NLRP3 yeast inh	tim23-1 inh	NR3A LBD binder	APJ agonist
O=c1c2c3c(sc2nc(N2CCNCC2)n1-c1cccc(Cl)c1)CCCCC3	-3	4	.	30	4	25	17	.	-2
CC1CN(c2nc3ccccc3nc2C(C#N)C(=O)NC2CCCCC2)CC(C)O1 (centres undefined)	-4	6	.	4	12	-6	7	.	-4
Cc1cc(N2CCOCC2)ncc1[N+](=O)[O-]	-2	-7	-1.3	-6	6	24	4	1	-3
CC(C)OCCCN(C)C1CCN(S(=O)(=O)c2csc(C(N)=O)c2)CC1	1	4	-1.6	-2	16	27	-3	0	0
CCOC(=O)CNC(=O)CSc1nnc(CCc2nc3ccccc3[nH]2)n1C	1	-3	-0.1	5	7	10	-4	0	1
O=C(Nc1ccc2nn(-c3ccccc3)nc2c1)c1cccnc1	-1	8	-0.3	-13	-6	37	52*	7	3
CCN(CC)CCCNC(=O)c1sc2nc(-c3ccc(F)cc3)cn2c1C	-3	-21	0.3	13	2	15	0	-1	1
CC(=NCc1ccc2c(c1)OCO2)C1=C(O)c2ccccc2C1=O	-1	71*	1.7	61*	13	58*	52*	-1	2
Cc1ccnc(SCCn2c(Br)nc3c2c(=O)[nH]c(=O)n3C)n1	-4	0	-0.7	7	10	14	3	-1	-4
CC(C)CC(c1nnnn1C1CCCC1)N1CCN(c2ccccc2F)CC1 (centres undefined)	-3	6	1.4	-13	20	5	33	-1	-1
CCCCc1cc(=O)oc2cc(OCC(=O)NC(Cc3c[nH]c4ccc(O)cc34)C(=O)O)ccc12 (centres undefined)	1	-6	0.0	-13	-58	-1	-4	1	0
CCOC(=O)c1sc(NS(=O)(=O)c2cc(C)ccc2C)nc1C	1	8	11	17	15	10	6	-4	-4
COc1ccc(N2CC(O)(c3ccc(OC(F)F)cc3)[N+]3=C2CCCC3)cc1 (centres undefined)	-5	2	1.1	-2	5	12	15	-1	2
COc1ccc(OCC(=O)OCC(=O)NC2CCCCC2C)cc1 (centres undefined)	-4	3	1.1	15	-2	14	16	0	-3
Cc1cc(N2C(=O)C(O)=C(C(=O)c3cccs3)C2c2cccc(Br)c2)no1 (centres undefined)	-3	-7	0.1	9	16	-11	32	-3	-2
O=C(NC(CO)(CO)CO)[C@@H]1CCCN1S(=O)(=O)c1cccc2cccnc12	0	-7	-0.5	-14	-2	16	-13	0	6
CCc1ccccc1NC(=S)NC1CC2CCC(C1)N2Cc1ccco1 (centres undefined)	-2	-16	-0.6	-5	-1	24	2	1	1
Clc1nc(Oc2ccccc2)nc(-c2cn(-c3ccccc3)c3ccccc23)n1	0	5	1.2	1	-3	16	8	3	1
O=C(N/N=C/c1ccc(OC2CSC2)cc1)c1ccccc1	-3	-2	-1.4	14	-24	17	18	-8	3
COc1ccc(-c2ccnc(SCC(=O)c3ccc(Cl)cc3)n2)cc1	2	13	1.9	23	-4	29	26	-6	-1
c1ccc(Cn2c(-c3ccccc3)nc3nc4ccccc4nc32)cc1	-2	-45	-0.4	0	9	4	13	18*	-5
O=C(NCCCN1CCOCC1)c1cc(-c2cccc(Br)c2)nc2ccccc12	-4	-2	1.4	21	-3	-16	-1	-1	-4
Cc1csc(/C(=N/OC(=O)c2ccco2)C(N)=O)n1	0	-4	0.7	4	1	7	-1	1	-6
COCC(C)n1c(SCC(=O)Nc2oc(C)c3c(C)n[nH]c(=O)c23)nc2ccccc2c1=O (centres undefined)	0	-7	-0.3	-20	24	10	-1	0	-10
Cc1csc(NC(=O)C2CCC(C)(C(=O)O)C2(C)C)n1 (centres undefined)	1	0	3.1	-1	-5	9	11	0	-1
Cc1nn(C)cc1CNC(=O)COc1ccc(Cl)cc1Cl	-2	11	-0.4	16	18	21	-5	1	-3
COc1ccc(C(=O)N[C@H](C(=O)NCc2cccs2)C(C)C)cc1	-3	-19	0.1	0	-10	21	-4	0	-1
CCC(=O)c1ccc(OCC(=O)N2CCc3cc(OC)c(OC)cc3C2)cc1	0	10	2.0	16	-11	18	18	-4	4
Cc1cccc(-c2nc(CNC(=O)c3ccco3)cs2)c1	-1	14	0.9	20	4	25	19	1	-2
CCN1CCN(C(c2cccs2)C(C)NS(=O)(=O)c2ccccc2)CC1 (centres undefined)	0	-12	0.2	4	-3	10	8	1	-2
O=C(CCC1CCCC1)N[C@@H](Cc1ccc(O)cc1)C(=O)O	-1	2	-0.6	-1	-3	18	4	1	-3
CCOC(=O)c1ccc(NC(=O)c2cccc(S(=O)(=O)N3CCOCC3)c2)cc1	0	2	2.2	18	-20	4	17	-1	14*
Cc1ccc(S(=O)(=O)NC2CC2)s1	1	13	0.5	22	7	-2	7	-1	-3
CCCCOc1ccc(C(=O)Nc2ccc(S(=O)(=O)Nc3onc(C)c3C)cc2)cc1	-3	0	-0.3	-2	-11	21	-2	.	0
O=C(OCC(=O)N1CCN(c2ccccc2)CC1)c1cccs1	3	-5	-1.5	-10	16	20	7	4	-1
N#Cc1ccc(Cl)cc1NC(=O)CNc1cccc(S(=O)(=O)N2CCCC2)c1	0	-3	-0.5	-3	12	10	11	-1	-1
O=C(CSc1ccc2nnc(-c3cccnc3)n2n1)c1ccccc1	-2	5	0.0	2	3	3	1	1	2
O=C(CSc1nc(-c2ccco2)cc(C(F)(F)F)n1)Nc1ccccc1C(F)(F)F	-3	-1	-1.7	-2	13	-6	-13	2	-2
CSc1nc2c(c(=O)[nH]c(=O)n2C)n1Cc1ccc(Cl)cc1	-2	-1	-1.7	7	14	-2	11	-1	-2
CC1(C)CC(CC(=O)Nc2ccccn2)C(=O)O1 (centres undefined)	-1	2	0.9	4	-6	-4	7	0	-3
CCOC(=O)[C@@H]1[C@H]2COc3ccc(Br)cc3[C@@H]2N2C(=O)N(c3ccc(OC)cc3)C(=O)[C@]12C	-3	-7	-0.2	0	2	8	-8	4	-1
O=C(Nc1ncccn1)c1cccs1	0	-2	-0.9	1	5	10	11	2	6
O=C(CSc1cccc[n+]1[O-])Nc1ccc2c(c1)OCO2	-4	-14	0.4	18	-13	6	-11	-1	-2
Cc1cc(NC(=O)CSc2nc3ccccc3c(=O)n2Cc2ccccc2)no1	2	12	-0.9	5	7	-5	6	2	-1
COc1ccc(NC(=O)Cc2nnc(SCC(=O)NC3CCCCC3)n2C)cc1	-1	9	-0.7	-29	6	0	-7	3	-1
O=C(CN1C(=O)COc2ccccc21)Nc1ccccc1F	-2	-2	-0.2	8	16	-7	12	-1	-1
CCOC(=O)N1CCN(C(=S)NC(C)(C)C)CC1	-3	4	2.7	11	4	-3	-4	0	-1
CCNc1nc(OCCNS(=O)(=O)c2cc(C)ccc2C)nc(N(C)C)n1	-4	1	-1.8	16	-12	14	19	4	-2
CC1(NC(=S)Nc2ccc3ccccc3c2)CCS(=O)(=O)C1 (centres undefined)	1	10	3.3	-2	-10	-12	7	-2	-1
C=CCOc1ccc(/C=N\NC(N)=S)cc1	-4	-10	0.5	31	-19	12	3	1	1
O=c1c2ccccc2ncn1CCCOc1ccccc1[N+](=O)[O-]	-4	-5	-1.0	4	3	34	12	-2	-2
CCc1ccc2c(CN3CCOCC3)cc(=O)oc2c1	0	-9	-1.8	-6	4	7	0	-5	-1
Cc1ccc(-c2noc(-c3ccccc3C(=O)N3CCN(C)CC3)n2)cc1	-2	9	-3.3	8	8	9	18	-8	-2
CN(Cc1ccc(OC(F)F)cc1)C(=O)/C=C/c1ccc(S(=O)(=O)N2CCOCC2)cc1	-1	21	-1.1	25	-11	7	26	-3	1
O=C(Nc1sc2c(c1C(=O)NCC(O)CO)CCCC2)c1ccccc1 (centres undefined)	-2	5	2.3	4	10	6	4	-1	-4
COc1cccc(C2=CC(=O)C[C@H](c3ccc4c(c3)OCO4)C2)c1	0	9	0.7	11	0	14	45	0	-5
CCC(C)(C)NC(=O)C1CCCN(S(=O)(=O)c2ccc3c(c2)CC(C)N3C(=O)C2CC2)C1 (centres undefined)	2	7	-1.6	20	-1	-8	14	-1	-2
O=C1c2ccccc2C(=O)N1CC(O)CNc1ccc(Br)cc1 (centres undefined)	2	-2	1.2	-5	5	8	-15	10	0
COc1ccc(/C=N/NC(=O)c2cc(-c3ccccc3)nc3ccccc23)c(C(=O)O)c1OC	-4	10	1.5	20	4	11	4	2	-1
COC(=O)c1nn(-c2ccc(OC)cc2)c(=O)c2c(N)sc(C)c12	0	2	-0.2	19	29	7	21	3	0

One compound at a time, from the list above.
COc1ccc(NC(=O)Cc2nnc(SCC(=O)NC3CCCCC3)n2C)cc1 is listed with MIN6 prolif: -1; TIM10 inh: 9; MPTP inh: -0.7; tim10-1 inh: -29; APJ antag: 6; NLRP3 yeast inh: 0; tim23-1 inh: -7; NR3A LBD binder: 3; APJ agonist: -1
CCOC(=O)c1sc(NS(=O)(=O)c2cc(C)ccc2C)nc1C is listed with MIN6 prolif: 1; TIM10 inh: 8; MPTP inh: 11; tim10-1 inh: 17; APJ antag: 15; NLRP3 yeast inh: 10; tim23-1 inh: 6; NR3A LBD binder: -4; APJ agonist: -4

The list continues:
SMILES	MIN6 prolif	TIM10 inh	MPTP inh	tim10-1 inh	APJ antag	NLRP3 yeast inh	tim23-1 inh	NR3A LBD binder	APJ agonist
CC(C)(C)C1CCc2c(C(=O)NNC(=O)CCCC(=O)O)csc2C1 (centres undefined)	0	-26	0.2	6	9	5	16	-2	-1
NC(=O)CC[C@@H]1NC(=O)[C@H](CO)NC(=O)c2cc([N+](=O)[O-])cc(I)c2NCCCC[C@@H](C(N)=O)NC(=O)[C@H](Cc2ccc(O)cc2)NC1=O	-2	-18	.	-24	-32	10	3	-5	10
O=C(CCc1nc(-c2ccccc2F)no1)NCCN1CCc2ccccc2C1	0	-14	-1.5	-22	11	18	-19	0	-1
COc1ccc(CC(=O)NC(=S)Nc2cccc(CO)c2)cc1	-1	12	0.8	13	5	8	24	-1	-3
CC(/C=C/c1ccccc1F)=N\NC(=O)c1ccccc1	-3	-3	-0.5	-24	-8	4	35	-2	0
Cc1ccc(S(=O)(=O)N2CCOCC2)cc1C(=O)N1c2ccccc2Sc2ccccc21	-3	7	2.0	33	11	-3	40	-1	4
Cc1ccc(OCC(=O)Nc2c3c(nn2C(C)(C)C)CS(=O)(=O)C3)cc1	4	1	0.2	10	-37	5	14	4	4
Cc1ccc(Cn2c(S(=O)(=O)O)nc3ccccc32)cc1	-3	-3	-1.7	2	-5	-1	10	0	-1
COc1ccc(NC(=O)c2ccc3snnc3c2)cc1	-1	6	-3.0	12	-2	3	20	-4	-1
CC(C)[C@H](NC(=O)c1ccccc1Cl)C(=O)OCC(=O)NCc1ccc2c(c1)OCO2	-2	11	0.8	10	5	10	19	2	-1
CCc1ccc(NC(=O)CCC(=O)c2ccccc2)cc1	-1	-15	-0.9	19	-5	35	7	1	-3
NC(=O)c1nsc(C(=O)N(Cc2ccco2)C(C(=O)NCc2ccccc2)c2ccc(O)cc2)c1N (centres undefined)	0	1	0.9	12	-2	20	14	-3	2
